High-throughput results from PubChem.
MPTP inh: blocks calcium-induced mitochondrial swelling; 1.4% of 360,000 active; isolated mouse mitochondria, Ca2+ swelling absorbance, 30 min; inhibition, % at 10 µM;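 active = inhibition of 50% or more, scaled per plate between neutral and stimulator controls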;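 note: 0% = DMSO wells given calcium and 100% = 1 mM EGTA wells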
APJ agonist: APJ receptor agonism. P35414. CHO-K1 APJ PathHunter beta-arrestin, luminescence; 0% DMSO wells, 100% apelin. AID 2520. activation, % at 20 µM. 0.11% of 330,000 active;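 active = activation more than six SD over the plate average, tested at 20 µM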;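 note: 0% = DMSO alone and 100% = apelin-13 at 10 nM; some results filed as inactive read as strong as hits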
Target sequence (P35414 whole entry, looked up): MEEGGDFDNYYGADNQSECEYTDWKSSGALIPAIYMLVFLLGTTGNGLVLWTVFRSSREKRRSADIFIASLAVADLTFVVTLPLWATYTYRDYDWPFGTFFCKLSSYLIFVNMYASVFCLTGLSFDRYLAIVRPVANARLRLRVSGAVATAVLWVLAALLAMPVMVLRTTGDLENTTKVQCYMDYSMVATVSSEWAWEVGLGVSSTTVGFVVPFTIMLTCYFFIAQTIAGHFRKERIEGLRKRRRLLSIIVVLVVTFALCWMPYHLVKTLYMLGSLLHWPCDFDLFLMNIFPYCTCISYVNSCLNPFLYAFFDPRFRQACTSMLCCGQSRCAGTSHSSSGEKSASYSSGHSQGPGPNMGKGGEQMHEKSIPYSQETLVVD
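Incubation: overnight seeding, 90 min compound at 25 °C, 1 h detection; test system: PathHunter CHO-K1 APJ (AGTRL-1) beta-arrestin reporter cells; amount: 1000 cells/well; doses: one dose, 20 µM compound, 1% DMSO; measured by: beta-gal luminescence; measure: agonist-driven arrestin binding to APJ; benchmarks: negative DMSO alone, positive Apelin-13 at 10 nM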
tim10-1 inh: growth inhibitors of tim10-1 mutant yeast; S. cerevisiae tim10-1 ts strain growth, BacTiter-Glo, 24 h; inhibition, % at 20 µM; 2.2% of 330,000 active; AID 463190;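 active = inhibition of at least 40%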;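 note: mutant grown at 25 °C; 0% = DMSO wells with yeast and 100% = wells holding no yeast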
beta cell repl: inducers of beta-cell replication in MIN6 cells | MIN6 cells proliferation, ATPlite luminescence, 48 h; cells starved in 0.2% serum; 100% = growth in 10% serum | proliferation, % at 10 µM | 0.29% of 330,000 active | AID 2380;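 active = compounds whose signal lies at least 3.5 SD above the mean of all wells on their plate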;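 note: 0% = DMSO-treated cells in low-serum medium and 100% = 10% serum control; some compounds called inactive have numbers as strong as hits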
tim23-1 inh: tim23-1 yeast growth inhibition; S. cerevisiae tim23-1 growth, BacTiter-Glo luminescence, 24 h; inhibition, % at 20 µM; 1.3% of 330,000 active;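 active = growth inhibition of the mutant yeast at or above 50%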;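 note: temperature-sensitive mutant grown at 25 °C; plate controls were DMSO-treated mutant yeast for no effect and medium wells lacking yeast for full effect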
TIM10 inh: TIM10 yeast growth inhibition; 1.4% of 330,000 active; S. cerevisiae TIM10 strain growth, BacTiter-Glo luminescence, 24 h; inhibition, % at 10 µM;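 active = inhibition of 40% or more at the single tested concentration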;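 note: wild-type TIM10 isogenic control strain grown at permissive 25 °C; 0% = DMSO yeast wells and 100% = minimal medium wells without yeast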
NLRP3 yeast inh: NALP3 inhibition in yeast; 0.39% of 330,000 active; AID 2825; inhibition, % at 10 µM; Yeast reconstituted NLRP3/ASC/caspase-1, beta-gal luminescence, 24 h;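 active = inhibition of 50% or more; inactive = inhibition below 50%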;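 note: plate controls were induced DMSO wells for no effect and uninduced yeast grown without galactose for full effect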
APJ antagonist: antagonists of human APJ apelin receptor | CHO-K1 APJ beta-arrestin complementation, luminescence | inhibition, % at 20 µM | 0.32% of 330,000 active | AID 2521;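 active = inhibition above about 40% at 20 µM, limit read from the data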;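 note: cells challenged with 10 nM apelin-13 agonist together with compound; plate controls were apelin-13 plus DMSO wells for no effect and DMSO wells lacking apelin-13 for full effect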
NR3A LBD binder: modulators (binders) of human NR3A ligand-binding domain. NR3A LBD differential scanning fluorimetry, Tm shift; 0% = protein alone, 100% = glycine-bound protein. Tm shift relative to glycine control, % at 25 µM. 2.5% of 340,000 active. AID 1259313;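 active = melting temperature shift of at least 10% of the positive control shift, at one fixed dose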
* = called active by the depositor; . = not tested or not shown.

SMILES | MPTP inh | APJ agonist | tim10-1 inh | beta cell repl | tim23-1 inh | TIM10 inh | NLRP3 yeast inh | APJ antagonist | NR3A LBD binder
CCc1ccc(OCCOCC(O)CNC2CCCC2)cc1 (stereo not given) | 42 | -2 | 3 | -2 | -14 | -14 | 6 | -2 | 0
COc1ccc(S(=O)(=O)N2CCOCC2)cc1NC(=O)COc1ccc2ccc(=O)oc2c1 | 0.7 | 1 | -1 | -2 | 2 | -10 | -2 | 15 | -1
Cc1ccc(Cl)cc1N1CCN(C(=O)CCC(=O)O)CC1 | 1.8 | -4 | 3 | 0 | 26 | 7 | 3 | 3 | 1
CCN(CC)C(=O)CS(=O)CC(=O)Nc1cc(OCCOC)c(Cl)cc1Cl (stereo not given) | 0.4 | 2 | -8 | -2 | 0 | -9 | 7 | -1 | -1
COCCCN1C(=O)c2[nH]nc(-c3cc(C)cc(C)c3O)c2C1c1ccc(O)c(OC)c1 (stereo not given) | 1.9 | -4 | 23 | -2 | 9 | 14 | 23 | 1 | -3
O=C(NC(=S)Nc1ccc(S(=O)(=O)Nc2nccs2)cc1)c1cccnc1 | 1.7 | -5 | 13 | 1 | 11 | 2 | 21 | 22 | 1
COCCn1c(SCC(=O)c2c(-c3ccccc3)n(C)c3ccccc23)nnc1-c1ccncc1 | 2.1 | 6 | 26 | 0 | 11 | 24 | 22 | -5 | -2
COc1ccc(CCNC(=O)CSc2ccc(-c3ccco3)nn2)cc1 | 0.8 | -2 | 16 | 2 | 16 | 7 | 9 | 8 | 1
NC(=O)c1ccc(NC(=O)COc2cccc3ccccc23)cc1 | -0.1 | -1 | 1 | -4 | 4 | 10 | -3 | -4 | -16
O=C(NCc1ccc(Cl)cc1)NCc1ccc(Cl)cc1 | 0.8 | 0 | -35 | -2 | -8 | -13 | 12 | -17 | -6
COc1cccc(-c2ncc3ccccc3c2COC(=O)N2CCCCC2)c1 | 0.8 | -1 | 20 | -1 | 27 | -11 | 8 | 2 | -1
COc1ccc(NC(=O)Nc2cc(C)ccc2F)cc1 | 0.4 | -6 | 10 | -3 | 8 | -7 | 35 | 1 | -2
O=C(O)/C=C/C(=O)Nc1ccc(OC(F)(F)Cl)cc1 | -0.2 | 1 | 11 | -1 | 11 | 5 | 23 | 4 | -3
N/C(=N\OC(=O)Nc1ccc(Cl)c(Cl)c1)c1ncc(C(F)(F)F)cc1Cl | 88* | 4 | 49* | -2 | 74* | 72* | 5 | -24 | 4
O=C(Cn1cc(C(=O)C2CC2)c2ccccc21)NCC1CCCO1 (stereo not given) | -1.2 | 0 | 3 | 4 | 4 | -1 | -3 | 15 | -1
N#Cc1ccc(S(=O)(=O)N2CCCN(c3nc4ccc(Cl)cc4s3)CC2)cc1 | 4.8 | 2 | 35 | -3 | 23 | -10 | 30 | -16 | -4
COc1ccc(-n2c(Cc3cccn3C)nnc2SCC(=O)NCc2ccccc2Cl)cc1 | -2.2 | -5 | 23 | -1 | 27 | 14 | -5 | 11 | -1
Cc1ccc(-n2c(-c3cccc(C)c3)n[nH]c2=S)cc1 | -0.2 | 1 | 43* | -2 | 31 | 46* | 11 | 8 | -2
CCOC(=O)N1CCN(C(=O)CSc2ccc3nnc(CCNC(=O)c4ccc(OC)cc4)n3n2)CC1 | 1.1 | 0 | 14 | -5 | -3 | -8 | -11 | -4 | -1
Cc1ccc(NC(=O)c2nc(C)n(-c3ccc([N+](=O)[O-])cc3)n2)cc1 | -1.4 | 3 | -9 | -3 | 10 | 4 | 21 | -3 | -2
O=C(CCOc1ccccc1)N1CCN(S(=O)(=O)c2cccs2)CC1 | 1.4 | -2 | 16 | -2 | 13 | 20 | 1 | 2 | -2
C=CCn1cc(/C=N/NC(=O)COc2cccc3cccnc23)c2ccccc21 | -1.3 | -3 | 22 | 2 | 15 | 8 | 24 | -3 | -4
O=C(CNC(=O)c1ccccc1)NCC(O)c1ccc([N+](=O)[O-])cc1 (stereo not given) | -2.0 | 2 | 12 | -2 | 13 | 7 | 9 | 1 | -1
Cn1cc(C(=O)C(=O)NCCc2ccccc2)c2ccccc21 | -0.3 | 1 | 12 | 1 | 17 | 6 | 22 | 3 | -3
O=C(COC(=O)/C=C/c1cccc(C(F)(F)F)c1)NCCN1C(=O)CSC1=O | 0.6 | -3 | 10 | 0 | 15 | 0 | 9 | 9 | -1
O=C(c1ccco1)N1CCN(C(=O)C2CCN(S(=O)(=O)c3cnc[nH]3)CC2)CC1 | -1.1 | 6 | 2 | -5 | 27 | -15 | 10 | 5 | 1
COc1cccc(OCc2cc(C(=O)N(C)Cc3nccn3C)no2)c1 | -0.9 | -2 | 6 | 1 | -10 | -5 | 13 | 0 | 2
COc1ccc2cc(/C=N/NC(=O)CN(c3ccccc3C)S(=O)(=O)c3ccccc3)c(Cl)nc2c1 | 1.3 | -3 | 1 | -3 | -17 | -7 | 9 | -7 | 11*
c1ccc(C2CCC3(CC2)Oc2ccccc2C2CC(c4cccnc4)=NN23)cc1 (stereo not given) | . | 5 | 10 | 0 | 14 | 2 | 0 | 4 | .
CC1(C)CC(=O)C(N=Nc2ccc(C(F)(F)F)cc2[N+](=O)[O-])=C(O)C1 | 3.4 | 5 | 5 | -3 | 78* | 4 | 4 | -75 | -2
CC(Oc1cc2oc(=O)c3c(c2cc1Cl)CCC3)C(=O)NCCCn1ccnc1 (stereo not given) | -1.1 | -2 | 9 | -3 | 3 | 13 | -5 | -25 | -1
Cc1cnn(-c2nc(-c3cccs3)cc(C(F)(F)F)n2)c1 | -0.5 | 0 | 38 | 1 | 50 | 18 | 36 | 15 | 10
O=C(CCS(=O)(=O)c1ccccc1)Nc1nc(-c2ccc(F)cc2)cs1 | 14 | -4 | -8 | -6 | -6 | -8 | 6 | -23 | -1
O=C(O)[C@@H]1CC(O)CN1C(=O)CCc1c[nH]c2ccccc12 (stereo not given in full) | -0.7 | -3 | -3 | 0 | 7 | 8 | -9 | 2 | -1
COc1cc(Nc2ccc(C)cc2)c([N+](=O)[O-])nc1[N+](=O)[O-] | -0.2 | 1 | 3 | -4 | 17 | 10 | 30 | -50 | -5
CCC(c1nnc(SCC(=O)NCCc2ccc(OC)c(OC)c2)n1Cc1ccccc1)N(C)C (stereo not given) | -1.7 | -4 | 6 | 0 | 12 | 10 | 22 | 9 | -1
COCC(C)NC(=S)N1CCN(c2ccccc2Cl)CC1 (stereo not given) | -1.3 | -1 | -10 | -4 | 27 | -5 | 9 | -11 | 0
CCN1C(=O)[C@H]2[C@@H](c3ccc(C)cc3)N3C(=O)N(c4cccc(Cl)c4)C(=O)[C@@]3(C)[C@H]2C1=O | -0.9 | -2 | 4 | 0 | 12 | -8 | 6 | 17 | 1
CCOC(=O)CN1C(=O)C(O)(CC(=O)c2ccccn2)c2ccccc21 (stereo not given) | -1.3 | -5 | 10 | -2 | 12 | -7 | 12 | -2 | 0
COc1ccc(C2CC(c3cccs3)=NN2C(=O)CSc2nnnn2C)cc1OC (stereo not given) | -0.3 | 2 | 6 | 0 | 14 | 1 | 16 | -2 | 0

Reprinted at random: 4 entries already listed
SMILES | MPTP inh | APJ agonist | tim10-1 inh | beta cell repl | tim23-1 inh | TIM10 inh | NLRP3 yeast inh | APJ antagonist | NR3A LBD binder
CCc1ccc(OCCOCC(O)CNC2CCCC2)cc1 (stereo not given) | 42 | -2 | 3 | -2 | -14 | -14 | 6 | -2 | 0
COCC(C)NC(=S)N1CCN(c2ccccc2Cl)CC1 (stereo not given) | -1.3 | -1 | -10 | -4 | 27 | -5 | 9 | -11 | 0
O=C(CCS(=O)(=O)c1ccccc1)Nc1nc(-c2ccc(F)cc2)cs1 | 14 | -4 | -8 | -6 | -6 | -8 | 6 | -23 | -1
O=C(CNC(=O)c1ccccc1)NCC(O)c1ccc([N+](=O)[O-])cc1 (stereo not given) | -2.0 | 2 | 12 | -2 | 13 | 7 | 9 | 1 | -1

The list goes on.
SMILES | MPTP inh | APJ agonist | tim10-1 inh | beta cell repl | tim23-1 inh | TIM10 inh | NLRP3 yeast inh | APJ antagonist | NR3A LBD binder
O=c1[nH]nnc2sc3c(c12)CCCC3 | -2.6 | -7 | 0 | -2 | 5 | -2 | 25 | 9 | 8
COc1cccc(CN2CCN(c3ncccn3)CC2)c1OC | 0.7 | -6 | -7 | -2 | 3 | 7 | 19 | 12 | -1
CN(C)c1ccc(NC(=O)c2ccc(Cn3cc([N+](=O)[O-])cn3)cc2)cc1 | 3.0 | -3 | -10 | -3 | -3 | 4 | 18 | 1 | -4
COc1ccc(CCNC(=O)C2CC(c3c(Cl)cccc3Cl)=NO2)cc1 (stereo not given) | -0.2 | 2 | 30 | -3 | 44 | 9 | 22 | 9 | -1
Cc1cc(C)nc(-n2nc(C)c(C3(O)C(=O)Nc4ccccc43)c2N)n1 (stereo not given) | -0.2 | -3 | 10 | -3 | 13 | 7 | 4 | 12 | 1
CCOC(=O)c1c(N)sc(C(=O)OC)c1C | 1.4 | 0 | 2 | -4 | 6 | -15 | 20 | 7 | 6
Cc1ccccc1C(=O)NCCn1cc(SCC(=O)NCC2CCCO2)c2ccccc21 (stereo not given) | -0.3 | -2 | -9 | -1 | -2 | 9 | 14 | 11 | 1
Cn1nc(-c2ccccc2)c(CO)c1Oc1ccc(F)cc1 | -2.1 | -2 | 16 | 0 | 24 | 19 | 16 | -4 | -3
CC(C)c1ccc(CNCc2ccccc2)cc1 | 1.6 | -4 | 2 | -4 | 1 | 9 | 8 | 1 | 1
N#Cc1c(N)nc2c(c1-c1cccs1)CCCC2 | 2.3 | 0 | 20 | 2 | 16 | 8 | 28 | 16 | -2
CCc1ccccc1Nc1ncnc2ccccc12 | 0.9 | -5 | 2 | -4 | 27 | 18 | -3 | 8 | -2
CCCn1cc(S(=O)(=O)c2ccccc2)c(=O)c2cc(CC)ccc21 | 0.4 | 2 | 4 | -3 | 6 | 7 | 7 | 20 | -1
COc1ccc(-c2noc(CCC(=O)NCc3ccco3)n2)cc1 | 3.6 | 0 | -13 | -3 | 6 | 8 | 11 | 6 | 2
COc1ccc(/C=N/NC(=O)c2ccc(Cl)cc2)cc1Cn1cc(Cl)cn1 | 1.2 | -1 | 1 | 3 | -32 | -8 | 10 | 8 | -1
CCn1cc(C(=O)O)c(=O)c2cnc(N3CCN(C(=S)NC(=O)c4ccc(Cl)cc4)CC3)nc21 | . | -1 | -2 | -5 | -4 | 4 | 4 | 4 | -1
COc1ccccc1N(CC(=O)NCCSCc1ccccc1)S(C)(=O)=O | 0.4 | -1 | 7 | 0 | 3 | 0 | 15 | 13 | -2
CCCn1nnnc1SCC(=O)N1CCOCC1 | 2.6 | -4 | -10 | 2 | 3 | 1 | -6 | 4 | 0
COc1ccc(/C=C/C(=O)Nc2ccc(C(N)=O)cc2)cc1OC | 3.6 | 1 | -8 | -2 | -14 | -3 | 15 | 2 | 15*
Cc1cc(C)n2nc(C(=O)OCCOc3ccc(Br)cc3)nc2n1 | -0.6 | 2 | 14 | -2 | 4 | -5 | 9 | 4 | 3
COC(=O)c1cc(N2CCN(C)CC2)nc2ccccc12 | -0.2 | 0 | 1 | 5 | 9 | -13 | 11 | -5 | 0
COc1cc(CNC2CCCC2)c(Br)cc1OC1CCCC1 | -1.8 | -7 | -28 | -2 | 24 | 13 | 31 | -21 | -1
O=C(COC(=O)c1ccco1)NC1CCCCC1 | -1.4 | -1 | 7 | 0 | 3 | 9 | -9 | -2 | 1
O=C(CSc1ncccn1)NCc1cccc(Cl)c1 | -0.9 | -5 | -7 | -3 | 11 | 7 | 15 | 0 | 0
